Source: PubChem
dFosB activator: activators of mouse delta FosB homodimer; 340,000 compounds, 0.99% hits; activation, % at 25 µM; purified delta FosB, TAMRA-CDK5 oligo fluorescence polarization; percent of positive-control signal above neutral wells; AID 493131;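 active means mean activation above about 17%, with every replicate also reaching it, limit read from the data, passing the limit was not always enough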;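 further: fluorescence polarization rise as delta FosB binds a TAMRA Cdk5 AP-1 oligo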
Target sequence (P13346 whole entry, looked up): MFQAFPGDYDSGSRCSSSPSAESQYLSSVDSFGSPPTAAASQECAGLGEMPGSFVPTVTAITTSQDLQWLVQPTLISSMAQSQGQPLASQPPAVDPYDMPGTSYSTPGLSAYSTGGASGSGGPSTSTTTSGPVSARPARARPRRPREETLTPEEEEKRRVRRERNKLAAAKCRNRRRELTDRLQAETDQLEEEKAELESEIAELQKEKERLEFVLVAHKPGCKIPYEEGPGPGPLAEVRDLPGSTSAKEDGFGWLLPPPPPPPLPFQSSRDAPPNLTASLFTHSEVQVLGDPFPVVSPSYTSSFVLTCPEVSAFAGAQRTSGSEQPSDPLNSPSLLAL
CDK5 inh: blocks human CDK5/p35 kinase activity. AID 488839. Recombinant CDK5/p35, ADP-Glo luminescence, 60 min. inhibition, % at 10 µM. 330,000 compounds, 0.01% hits. Q00535+Q15078;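 active means highest replicate inhibition of at least 50% and at least 75% of replicates reaching 50%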;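 further: plate controls were DMSO neutral control for no effect and GW8510 at 10 µM for full effect; many of its hits are not listed in these tables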
Wnt act: activates Wnt/beta-catenin signaling in a reporter cell assay | activator, plate reader | activation, % at 9.35 µM | 300,000 compounds, 1.2% hits | AID 743398; in the data active means activation above about 30%, passing the limit was not always enough;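 further: 0% = neutral control wells and 100% = positive control wells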
HTR5A ag ctr: counter-screen for OPRM1-OPRD1 agonists: human HTR5A agonism | activation, % at 9.3 µM | P47898 | 340,000 compounds, 0.61% hits | HTR5A agonist assay, luminescence, cell-based; in the data active means activation mostly above about 9.5%, no sharp cut-off; inactive means mostly below about 7.6%;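 further: 0% = cells with vehicle only and 100% = reference agonist; strong numbers were not always called active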
Target sequence (P47898 whole entry, looked up): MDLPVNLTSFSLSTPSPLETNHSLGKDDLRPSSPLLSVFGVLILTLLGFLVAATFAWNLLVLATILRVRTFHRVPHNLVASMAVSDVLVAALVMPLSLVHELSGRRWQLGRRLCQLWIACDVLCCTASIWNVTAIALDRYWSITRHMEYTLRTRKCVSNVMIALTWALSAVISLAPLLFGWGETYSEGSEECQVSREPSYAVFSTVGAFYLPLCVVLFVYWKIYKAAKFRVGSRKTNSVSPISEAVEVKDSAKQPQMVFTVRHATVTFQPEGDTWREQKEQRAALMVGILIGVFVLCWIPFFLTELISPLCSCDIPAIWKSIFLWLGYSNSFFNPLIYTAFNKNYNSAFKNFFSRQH
NSD2 inh: blocks human histone methyltransferase NSD2. 310,000 compounds, 0.54% hits. inhibition, % at 12.5 µM. AID 743445. O96028. NSD2 peptide methylation, AlphaScreen, 120 min; in the data active means inhibition above about 50%
MITF TRPM1 HTS: MITF TRPM1 promoter activation in melanoma cells; SK-MEL-5 TRPM1-promoter luciferase, 24 h; % of positive control, neutral wells = 0; 300,000 compounds, 0.75% hits; activation, % at 12.5 µM; AID 588334;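 active means mean activation of at least 80% with every replicate also reaching 80%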;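 further: 0% = neutral control wells and 100% = parthenolide positive control wells; values of inactives mirror those of a sister screen read the other way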
SR-BI HDL uptake: mouse SR-BI HDL lipid transfer inhibition; AID 488896; ldlA[mSR-BI] CHO cells, DiI-HDL uptake fluorescence, 3 h; 320,000 compounds, 0.96% hits; inhibition, % at 12.5 µM; Q61009;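 active means mean replicate inhibition of at least 70% and a set share of replicates each scoring 70 or more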;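 further: 0% = median of neutral control wells and 100% = median of positive control wells; values of inactives mirror those of a sister screen read the other way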
V-ATPase pH: regulators of yeast V-ATPase proton transport | S. cerevisiae, pHLuorin cytosolic pH fluorescence | response, % at 10 µM | 350,000 compounds, 0.37% hits | AID 504577; in the data active means response mostly above about 7.3%, no sharp cut-off; inactive means mostly below about 5.4%; further: actives read high; inactives centre near 0; some compounds called inactive have numbers as strong as hits; reference of the scale not given here
PvdQ inh: blocks Pseudomonas aeruginosa PvdQ acylase activity; purified PvdQ acylase, fluorescence plate reader; inhibition, % at 10 µM; 340,000 compounds, 0.063% hits; in the data active means inhibition above about 30%, passing the limit was not always enough;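 further: 0% = vehicle neutral wells and 100% = reference inhibitor wells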
HTR5A inv ag: inverse agonist of human HTR5A in OPRM1-OPRD1 counter-screen; inhibition, % at 9.3 µM; 340,000 compounds, 0.083% hits; HTR5A cell line, luminescence, inverse agonism; in the data active means inhibition mostly above about 23%, no sharp cut-off; inactive means mostly below about 18%;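 further: 0% = cells with DMSO and 100% = no-cell wells with DMSO; some compounds called inactive have numbers as strong as hits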
* = called active by the depositor; x = no result given.

| structure | dFosB activator | CDK5 inh | Wnt act | HTR5A ag ctr | NSD2 inh | MITF TRPM1 HTS | SR-BI HDL uptake | V-ATPase pH | PvdQ inh | HTR5A inv ag |
| --- | --- | --- | --- | --- | --- | --- | --- | --- | --- | --- |
| CS(=O)(=O)OCCCCOS(C)(=O)=O | 0.4 | -0.4 | 1.6 | 2.2 | x | 0.3 | -21.6 | 4.2 | -13.6 | -7.8 |
| Cc1ccc(NCc2ccccc2O)cc1C | 3.0 | -0.9 | 11.5 | 3.8 | 7.4 | 51.9 | 21.0 | 3.0 | -10.6 | -10.3 |
| CCc1c(C(=O)N/N=C/c2sccc2C)nnn1-c1nonc1N | 14.2 | 0.3 | -1.6 | 3.8 | -3.6 | 27.6 | 77.0* | 2.4 | -9.0 | -12.0 |
| COc1cccc(C2C(C(C)=O)=C(O)C(=O)N2CCc2c[nH]c3ccccc23)c1 (centres undefined) | 4.8 | -0.2 | x | 3.4 | 2.8 | 6.6 | -6.5 | 1.5 | -1.8 | -2.9 |
| Cc1ccc(/C=N/NC(=O)c2cc(-c3ccccc3)nc3ccccc23)o1 | -8.3 | -1.1 | -4.2 | -5.0 | 2.2 | -16.7 | 47.2 | 1.2 | -8.0 | -18.6 |
| Nn1cnnc1N/N=C\c1ccc(-c2ccccc2[N+](=O)[O-])o1 | -10.0 | 0.9 | 6.9 | 4.3 | 97.5* | -34.2 | -8.3 | 2.6 | 0.6 | 12.6 |
| O=C(c1ccccc1)c1cccc[n+]1[O-] | 2.3 | -0.5 | -0.6 | 2.0 | -0.9 | x | -21.7 | 0.3 | 10.9 | -7.7 |
| CC(C)CC(NC(=O)CCl)c1ccccc1 (centres undefined) | -3.5 | -0.7 | 1.2 | 4.2 | -0.9 | 4.4 | -39.8 | -0.5 | -1.2 | -11.1 |
| COc1ccc(S(=O)(=O)N2CCc3ccccc3C2)cc1 | -4.4 | 1.1 | 0.0 | 1.3 | -7.3 | 3.1 | 2.8 | -3.7 | -5.9 | -14.1 |
| Cn1cc(S(=O)(=O)N2CCCC2)cc1C(=O)N1CCN(c2cccc(Cl)c2)CC1 | -8.3 | -1.9 | -0.2 | 1.1 | x | 9.5 | 56.2 | 6.3 | -10.8 | -3.4 |
| CC(C)(C)c1nc(SCC(=O)N2CC(=O)Nc3ccccc32)c2ccccc2n1 | -3.3 | -0.1 | -9.9 | -0.7 | -1.5 | -10.6 | 26.6 | 0.9 | -7.3 | -11.6 |
| CCOC(=O)C1(CCc2ccccc2)CCN(Cc2ccccn2)CC1 | -3.2 | -3.6 | -0.3 | -1.2 | 2.2 | -3.0 | 3.0 | 5.5 | -8.7 | 3.2 |

Next part, overlapping the part above by 5 compounds.
| structure | dFosB activator | CDK5 inh | Wnt act | HTR5A ag ctr | NSD2 inh | MITF TRPM1 HTS | SR-BI HDL uptake | V-ATPase pH | PvdQ inh | HTR5A inv ag |
| --- | --- | --- | --- | --- | --- | --- | --- | --- | --- | --- |
| CC(C)CC(NC(=O)CCl)c1ccccc1 (centres undefined) | -3.5 | -0.7 | 1.2 | 4.2 | -0.9 | 4.4 | -39.8 | -0.5 | -1.2 | -11.1 |
| COc1ccc(S(=O)(=O)N2CCc3ccccc3C2)cc1 | -4.4 | 1.1 | 0.0 | 1.3 | -7.3 | 3.1 | 2.8 | -3.7 | -5.9 | -14.1 |
| Cn1cc(S(=O)(=O)N2CCCC2)cc1C(=O)N1CCN(c2cccc(Cl)c2)CC1 | -8.3 | -1.9 | -0.2 | 1.1 | x | 9.5 | 56.2 | 6.3 | -10.8 | -3.4 |
| CC(C)(C)c1nc(SCC(=O)N2CC(=O)Nc3ccccc32)c2ccccc2n1 | -3.3 | -0.1 | -9.9 | -0.7 | -1.5 | -10.6 | 26.6 | 0.9 | -7.3 | -11.6 |
| CCOC(=O)C1(CCc2ccccc2)CCN(Cc2ccccn2)CC1 | -3.2 | -3.6 | -0.3 | -1.2 | 2.2 | -3.0 | 3.0 | 5.5 | -8.7 | 3.2 |
| Cc1[nH]n(-c2ccc(Cl)cc2)c(=O)c1C=Nc1ccc(S(=O)(=O)N2CCOCC2)cc1 | -4.1 | 2.9 | x | 0.7 | -0.8 | 19.6 | 59.3 | 5.9 | 3.4 | 4.0 |
| CN(C)C(=O)c1ccc(-c2n[nH]c(=O)c3ccccc23)cc1 | -7.5 | 3.9 | -1.9 | 1.8 | 2.2 | 4.7 | -8.3 | 1.9 | 6.2 | -1.8 |
| CCN(CC)S(=O)(=O)c1ccc(N2CCN(S(=O)(=O)c3ccccc3C#N)CC2)nc1 | -8.9 | -0.4 | x | -0.2 | -3.1 | -16.4 | -9.5 | -1.3 | -7.5 | 11.4 |
| Clc1ccc(CNc2ccc(CNc3ncn[nH]3)cc2)c(Cl)c1 | -4.9 | 2.2 | -0.7 | 1.2 | 10.1 | x | 5.1 | -0.5 | -11.7 | -2.8 |
| CCc1ccc(N/C(N)=N/c2nc(CSc3ccccn3)cc(=O)[nH]2)cc1 | -6.3 | -1.1 | -0.7 | x | -1.5 | -22.2 | -3.1 | 0.6 | -13.7 | x |
| CCCCn1c(N)c(N(CCC(C)C)C(=O)c2cc(S(=O)(=O)N3CCOCC3)ccc2F)c(=O)[nH]c1=O | -4.6 | 5.0 | -2.7 | -3.1 | -0.6 | 4.8 | -13.0 | 2.5 | 6.8 | 8.0 |
| CCc1ccc(C(=O)NNC(=O)c2c(CC)noc2C)cc1 | 6.1 | 0.7 | 0.2 | 1.1 | -0.7 | 4.9 | 1.2 | 0.1 | -15.5 | -14.2 |
| Cc1ccc(S(=O)(=O)N/N=C\c2ccc3c(c2)OCO3)cc1C | -8.6 | -3.1 | 0.9 | 7.8 | 1.5 | -12.6 | -17.8 | -0.5 | -11.4 | -28.7 |
| COc1ccc(Oc2c(Cl)cnn(-c3ccccc3)c2=O)cc1 | -8.9 | -1.7 | -2.8 | 3.5 | -0.1 | -47.1 | -8.0 | -2.1 | -14.6 | 4.9 |
| COc1ccc(CN2CCNC(=O)C2CC(=O)N(C)C2CCOCC2)c(F)c1 (centres undefined) | -4.1 | -3.5 | 1.6 | -4.6 | 3.5 | 6.6 | 1.5 | 2.8 | -1.0 | 11.1 |
| CC1Sc2ccc(S(=O)(=O)CCC(=O)N3CCc4ccccc43)cc2NC1=O (centres undefined) | -5.4 | -0.9 | 0.0 | 3.8 | 2.4 | -3.1 | -6.3 | -0.2 | -8.4 | -1.4 |
| Cn1nc(C(=O)OCC(=O)c2ccc[nH]2)c2ccccc2c1=O | -17.9 | -4.0 | -0.7 | 1.6 | 1.7 | 1.4 | 34.5 | 3.7 | -11.9 | -4.6 |
| CN(Cc1ccccc1)S(=O)(=O)c1ccc(NC(=O)C2CCCCC2C(=O)O)cc1 (centres undefined) | 2.8 | -1.0 | 2.7 | -2.9 | -1.9 | 3.3 | -11.3 | -4.2 | -11.8 | 7.3 |
| COc1ccc(CC(=O)NCc2nc(-c3ccccc3)no2)cc1 | -3.1 | -0.1 | -1.1 | -1.2 | 0.0 | 4.5 | x | 2.3 | -5.3 | 8.4 |
| Cc1cccc(OCC(=O)Nc2cccc3nsnc23)c1 | -7.7 | 2.4 | x | -1.2 | -1.5 | 33.2 | -30.1 | -1.8 | -3.0 | 2.7 |
| COc1cc(/C=C/C(=O)NCC2CCCCC2)cc(OC)c1OC | -4.4 | -1.0 | -1.1 | 3.1 | -9.2 | 1.0 | x | -1.0 | -17.1 | -8.8 |
| COc1cc(OC)cc(C(=O)Nc2cc(NC(=O)c3ccco3)ccc2OC)c1 | -5.5 | -2.2 | x | -0.2 | -1.7 | x | 64.2 | 0.1 | -17.7 | -17.3 |
| C#CCNC(=O)C1=C[C@H](c2cn(C(C)=O)c3ccccc23)C[C@H](OCc2ccc(CO)cc2)O1 | -3.3 | 3.2 | 1.0 | 1.8 | x | -7.4 | 9.4 | -1.1 | -15.3 | -15.9 |
| Cc1ccc(C(=O)Nc2ccc(N3CCN(C)CC3)cc2)cc1C | -0.2 | 0.2 | 0.7 | -4.8 | 3.4 | 5.1 | 20.5 | 1.6 | 0.0 | 18.0 |
| O=C(/C=C1\SC(=O)N(CC(=O)Nc2ccc(Cl)cc2)C1=O)Nc1ccc(F)cc1 | 4.4 | -0.4 | 0.7 | 4.7 | x | -14.7 | 36.0 | 1.5 | -14.8 | 17.6 |
| CC1CC(C)CN(S(=O)(=O)c2ccc(NC(=O)C3CSC4(C)CCC(=O)N34)cc2)C1 (centres undefined) | -16.3 | -4.8 | 0.6 | 8.2 | -0.3 | -5.4 | 1.3 | 0.4 | -4.7 | 4.5 |
| CN(C(=O)CSc1nc2ccccc2c(=O)n1-c1ccccc1Cl)C1CCS(=O)(=O)C1 (centres undefined) | -3.8 | 7.2 | 1.0 | -2.7 | 11.4 | 5.0 | -21.2 | -4.2 | -2.4 | 10.7 |
| CC(=O)N1CCN(CCN=CC2=C(O)CC(c3ccc(Cl)cc3)CC2=O)CC1 (centres undefined) | 6.3 | 0.4 | x | -2.4 | 1.3 | 0.9 | 9.4 | 0.6 | -4.2 | -11.3 |
| Cc1cc(C(=O)OCC(=O)NC2CC2)c2ccccc2n1 | -2.8 | -0.2 | -1.7 | -1.8 | 0.4 | x | 6.9 | -0.4 | -0.5 | 19.4 |
| CCOc1cc(/C=N/NC(=O)c2ccc(NC(=O)C3CC3)cc2)ccc1O | 5.5 | 1.8 | 1.2 | -2.8 | -0.6 | 15.7 | 40.3 | 5.0 | -6.1 | 29.9 |
| Cn1nc(-c2ccccc2)c2ncc(C(F)(F)F)cc21 | -1.9 | 1.0 | x | -0.7 | -1.0 | 0.9 | 4.4 | -0.8 | 7.3 | 1.7 |
| Cc1nn(-c2ccc(N3CCOCC3)nn2)c(C)c1CCC(=O)Nc1ccc(F)cc1 | -2.2 | 1.2 | -0.4 | -0.7 | 23.7 | 4.4 | 20.1 | -3.0 | -8.1 | 2.6 |
| O=C(C1CCN(c2nc(-c3ccccc3)nc3c2CCC3)CC1)N1CCCC1 | -8.0 | -0.8 | -2.0 | -4.2 | 3.5 | -2.9 | 32.8 | -1.0 | -9.6 | -23.8 |
| COc1ccc(NC(=S)NCc2ccccc2Cl)c(OC)c1 | -7.2 | 0.0 | 0.8 | 5.4 | -0.4 | x | 15.8 | 20.7* | 5.3 | -7.7 |
| CC1(C2CC2)NC(=O)N(CC(=O)N2CCN(c3ccccc3Cl)CC2)C1=O (centres undefined) | -0.1 | -0.2 | 3.7 | -1.6 | 0.2 | 21.2 | 26.4 | -2.5 | 8.8 | 3.9 |
| CCOc1ccc(Nc2nc(N)nc(CN3CCN(c4ccccc4F)CC3)n2)cc1 | -7.4 | -1.1 | -6.0 | -1.0 | 4.3 | -19.3 | 32.0 | 1.2 | 0.6 | 2.4 |
| COC(=O)[C@H](CCSC)NC(=O)NC1CC1 | -6.1 | -1.2 | -0.5 | -0.2 | -2.3 | -2.8 | -32.9 | -2.4 | -10.2 | 19.2 |
| Cc1cc(C)n2nc(SC(C)C(=O)NC3CCCCC3C)nc2n1 (centres undefined) | -4.6 | -0.8 | -2.8 | 5.1 | x | -2.1 | -11.9 | -2.7 | -5.2 | -15.3 |
| Cc1ccc(C(=O)NCC(=O)Nc2cccc(C(F)(F)F)c2)cc1 | 2.3 | -2.3 | x | 3.8 | 0.1 | 4.2 | -2.2 | -1.1 | -13.0 | -10.0 |
| CS(=O)(=O)N1CCC(C(=O)NCc2ccc(F)cc2)CC1 | 0.3 | 0.9 | -0.2 | -1.7 | -2.2 | -0.1 | -7.8 | -1.8 | -9.4 | -36.9 |
| CCCCCC(=O)Nc1ccccc1N1CCOCC1 | -4.2 | 1.6 | x | 3.8 | -0.9 | -1.0 | -22.1 | -0.6 | -10.1 | 36.1 |
